CendR NRP1 mod – NRP-1/CendR interaction modulation | FAM-RPARPAR peptide binding to NRP-1, fluorescence polarization | inhibition, % at 25 µM | actives 0.85% (n = 360,000) | AID 602438;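 active = inhibition or corrected inhibition above about 18%, plus a signal ratio from 0.5 to 1.5, limit read from the data, passing the limit was not always enough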; also: strong numbers were not always called active
Rpn11 inh – Rpn11 (human) deubiquitinase inhibition. O00487. human 26S proteasome, Ub4-pepOG fluorescence polarization; 20S core pre-blocked with epoxomicin. calls only at 20 µM. actives 0.59% (n = 360,000). AID 588493;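 active = inhibition at 20 µM, scaled to each plate's controls, above about 33%, limit read from the data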
DNMT1 block – blocks human DNA methyltransferase DNMT1. P26358. DNMT1 molecular beacon, Hinp1I cleavage, fluorescence. inhibition (reported as % activation of signal), % at 10 µM. actives 0.83% (n = 360,000). AID 588458; in the data active = inhibition above about 50%
STEP inh – STEP (human) phosphatase inhibition. P54829. recombinant STEP, OMFP fluorogenic substrate, fluorescence. inhibition, % at 20 µM. actives 0.25% (n = 360,000). AID 588621;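 active = inhibition at 20 µM, scaled per plate between control wells, above about 37%, limit read from the data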;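 also: 0% = DMSO with enzyme and substrate and 100% = substrate only without enzyme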
Target sequence (P54829 whole entry, looked up): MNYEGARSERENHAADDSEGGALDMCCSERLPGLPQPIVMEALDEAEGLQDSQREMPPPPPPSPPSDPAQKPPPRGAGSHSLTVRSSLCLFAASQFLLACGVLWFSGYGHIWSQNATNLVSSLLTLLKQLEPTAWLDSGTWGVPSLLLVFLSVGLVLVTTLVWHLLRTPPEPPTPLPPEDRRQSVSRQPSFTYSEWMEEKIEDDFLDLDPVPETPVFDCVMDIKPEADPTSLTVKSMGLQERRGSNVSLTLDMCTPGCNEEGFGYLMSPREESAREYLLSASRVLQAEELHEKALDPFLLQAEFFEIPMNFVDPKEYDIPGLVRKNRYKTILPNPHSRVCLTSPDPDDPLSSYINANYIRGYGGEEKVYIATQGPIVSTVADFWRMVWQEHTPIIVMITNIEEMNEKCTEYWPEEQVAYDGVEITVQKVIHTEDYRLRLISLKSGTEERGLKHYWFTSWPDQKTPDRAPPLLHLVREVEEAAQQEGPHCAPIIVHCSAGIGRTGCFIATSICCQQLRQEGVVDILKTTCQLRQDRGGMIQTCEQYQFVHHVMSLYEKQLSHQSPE
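Assay system: isolated STEP enzyme / Timing: 20 min at room temperature, dark / Doses: 20 µM, 1% DMSO / Technique: fluorescence intensity, excitation 480 nm, emission 540 nm / Reagent: fluorogenic phosphatase substrate OMFP at 25 µM final / Measure: percent inhibition scaled to no-enzyme and uninhibited-enzyme controls, plate-pattern corrected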
NadD inh – inhibitors of Staphylococcus aureus NadD; AID 602399; actives 0.78% (n = 360,000); inhibition, % at 20 µM; purified NadD enzyme, colorimetric absorbance read-out; in the data active = inhibition above about 26%; also: some compounds past the cut are filed as inactive
SUMO1-SIM PPI – modulators of human SUMO1-mediated protein-protein interactions. SUMO1 binding to a labelled peptide, TR-FRET, 1 h. inhibition, % at 20 µM. actives 0.33% (n = 360,000); in the data active = inhibition above about 37%
Target sequence (P63165 whole entry, looked up): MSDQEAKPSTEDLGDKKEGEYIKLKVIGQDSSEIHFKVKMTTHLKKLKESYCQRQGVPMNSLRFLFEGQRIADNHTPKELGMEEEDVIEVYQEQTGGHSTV
Scp-1 inhibitor – inhibitors of human Scp-1 phosphatase; actives 0.88% (n = 340,000); AID 493091; Recombinant Scp1, phosphopeptide, malachite green phosphate absorbance; inhibition, % at 20 µM;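 active = inhibition above about 50% at 20 µM, limit read from the data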;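 also: plate controls were DMSO wells with enzyme for no effect and wells lacking enzyme for full effect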
Target sequence (Q9GZU7 76-261 limits assumed): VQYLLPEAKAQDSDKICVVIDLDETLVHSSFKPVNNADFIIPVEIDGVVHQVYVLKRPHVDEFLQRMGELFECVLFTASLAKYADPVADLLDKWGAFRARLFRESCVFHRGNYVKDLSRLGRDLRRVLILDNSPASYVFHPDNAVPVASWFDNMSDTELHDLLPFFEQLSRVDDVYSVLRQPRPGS
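Incubation: 45 min enzyme reaction at room temperature / System: truncated SCP-1 phosphatase (76-261aa) / Reagent: Phospho 17-mer peptide substrate / Buffer or medium: Acidic Tris acetate buffer with magnesium and detergent / Signal: absorbance at 630 nm / Doses: one concentration, 20 µM, with 1.0% DMSO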
LMPTP block – LMPTP (human) inhibition; P24666; recombinant LMPTP-A, OMFP fluorogenic substrate, fluorescence intensity; inhibition, % at 20 µM; actives 0.22% (n = 360,000);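 active = compounds that cut the enzyme signal by at least half of the control window in the single-dose screen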;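 also: plate controls were DMSO wells with enzyme plus substrate for no effect and substrate without enzyme for full effect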
Target sequence (P24666 whole entry, looked up): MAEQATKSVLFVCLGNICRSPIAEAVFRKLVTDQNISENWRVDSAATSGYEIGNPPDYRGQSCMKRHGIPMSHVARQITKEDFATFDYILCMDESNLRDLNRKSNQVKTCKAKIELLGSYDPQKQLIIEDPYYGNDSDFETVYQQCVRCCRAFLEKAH
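test system = LMPTP-A | amount = 0.625 nM LMPTP-A final | reagent = fluorogenic phosphatase substrate OMFP at 400 µM final | incubation = 50 min at room temperature | benchmarks = no-enzyme low control, uninhibited high control | medium = Bis-Tris pH 6.0, DTT, detergent | signal = fluorescence intensity of OMFP turnover product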
SKN-1 inh – C. elegans SKN-1 inhibition. C. elegans VP596 Pgst-4::GFP/RFP ratio, acrylamide-induced, 24 h. inhibition, % at 21.8 µM. actives 0.49% (n = 360,000);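 active = interference check ratio from 0.5 to 1.5 plus GFP to RFP signal ratio inhibition reaching or exceeding a fixed threshold, cut at about 30% in these data, passing the limit was not always enough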; also: some compounds called inactive have numbers as strong as hits
MT1-MMP act inh – MT1-MMP (human) activation inhibition. actives 0.061% (n = 360,000). P50281. HT1080 RFP-PRO-GFP cells, GFP/RFP ratio fluorescence, overnight; percent of plate control window, DMSO zero. GFP/RFP ratio change, % at 20 µM;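 active = GFP/RFP ratio change of at least 30% with cell ATP level not reduced by more than half and red fluorescence within 50% of control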; also: strong numbers were not always called active
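Assay system: HT1080 RFP-PRO-GFP cells. Benchmarks: DMSO vehicle wells and RFP-L50D-GFP reporter cell wells. Times: overnight cell settling, then overnight compound exposure, 37 °C, 5% CO2. Compound: 20 µM single dose, 1% DMSO. Read-out basis: GFP/RFP fluorescence ratio.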
An asterisk follows results filed as active; i = inactive; . = no result given.

structure | CendR NRP1 mod | Rpn11 inh | DNMT1 block | STEP inh | NadD inh | SUMO1-SIM PPI | Scp-1 inhibitor | LMPTP block | SKN-1 inh | MT1-MMP act inh
COc1ccc([N+](=O)[O-])cc1NC(=O)c1ccc(CN(c2ccc(C)c(C)c2)S(C)(=O)=O)cc1 | 2 | i | -5 | 8 | 1 | -1 | -13 | 1.4 | 4 | 0
CC(=O)c1cccc(NC(=O)c2ccc(N(Cc3ccccc3C)S(C)(=O)=O)cc2)c1 | 1 | i | -10 | -4 | -13 | 0 | -16 | 3.1 | 13 | -1
CCn1c(SCC(=O)N2CCOCC2)nnc1-c1cccs1 | 8 | i | -1 | 0 | -3 | -1 | -1 | 0.9 | 0 | 5
CCOC(=O)c1c(NC(=O)c2nc3n(n2)C(C(F)F)CC(C)N3)sc2c1CCCC2 (stereo not drawn) | 5 | i | 7 | -2 | 18 | -8 | 5 | 1.6 | 5 | 7
Nc1nnc(-c2ccccc2)c(-c2ccccc2)n1 | 13 | i | 2 | -5 | 7 | -21 | -4 | -2.2 | 2 | 0
Cc1nnc(-c2ccccc2)nc1N1CCOCC1 | -4 | i | 1 | -1 | -7 | -3 | -2 | -3.5 | 11 | -1
CC(C)[C@H](NC(=O)N1c2ccccc2NC(=O)[C@@H]1C(C)C)C(=O)N[C@@H](C(=O)O)c1ccccc1 | -10 | i | -8 | 1 | 2 | 4 | 7 | 0.0 | 11 | 0
Cc1ccc(C(=O)OCC(=O)Nc2sc3c(c2C#N)CCCC3)cc1NC(=O)c1ccco1 | -18 | i | -7 | 5 | 59* | 11 | -2 | 4.3 | -3 | -1
CC1CCN(c2ccc3c(c2)S(=O)(=O)c2cccc(C(=O)NCc4ccc(F)cc4)c2C3=O)CC1 | 151 | i | 46 | -71 | 9 | -4 | -8 | -1.0 | 29 | -111
C#CCOCCOCCOCCNc1nc(N2CCN(C(=O)[C@H](CCCN=C(N)N)n3cc(C(N)[C@H](C)CC)nn3)CC2)nc(N2CCN(C(=O)[C@H](CC(N)=O)n3cc(C(N)[C@@H](C)CC)nn3)CC2)n1 (stereo partly drawn) | -8 | i | 1 | 0 | -5 | -48 | -2 | -1.0 | 8 | 1
Fc1ccc(-c2nnc(SCc3ncc(-c4ccccc4)o3)n2CC2CCCO2)cc1 (stereo not drawn) | -6 | i | -2 | -1 | 2 | -4 | 8 | -0.9 | -16 | -1
CC1CCN(C(=S)Nc2ccc3nc4n(c(=O)c3c2)CCCCC4)CC1 | 9 | i | 1 | 4 | 6 | 5 | 1 | -2.2 | 6 | 0
CC/C(=N\NC(=O)Cc1ccc(Br)cc1)c1cccs1 | 4 | i | 0 | 0 | -5 | 0 | 1 | 0.2 | 7 | 1
COc1ccccc1N(C)S(=O)(=O)c1ccc(C(=O)O)cc1 | -3 | i | -1 | -5 | -5 | -2 | -4 | -2.3 | 9 | -5
CC1CCCC(NC(=O)COC(=O)[C@@H]2CC(O)CN2S(=O)(=O)c2ccc3c(c2)OCCO3)C1C (stereo partly drawn) | 1 | i | -2 | -2 | -6 | 2 | -3 | -1.5 | 6 | 4
Cc1cc(-c2ccccc2)n2ncc(C#N)c2n1 | -9 | i | -2 | -1 | 1 | -2 | 22 | 0.6 | -4 | .
Cc1cc(NC(=O)CCC(=O)N(C(C(=O)NC(C)(C)C)c2ccccc2Cl)C(C)(C)C)no1 (stereo not drawn) | -2 | i | 1 | 3 | -3 | 5 | -3 | 0.3 | -7 | -5
O=C(CSc1nc2ccccc2n1-c1ccccc1)NCC1CCCO1 (stereo not drawn) | 2 | i | -3 | 1 | -2 | -1 | 3 | -0.1 | 0 | -3
COc1ccc(NC(=O)CS(=O)(=O)c2ccccc2)cc1 | 9 | i | -1 | -3 | -5 | 3 | -4 | -0.6 | -1 | 0
CCCn1c(CCNc2nc(-c3cccc(Br)c3)cs2)nc2ccccc21 | -4 | i | -11 | 0 | 1 | 1 | 0 | 0.7 | 0 | 0
COc1ccc(NC(=O)COn2nnc3ccc(Cl)cc32)cc1OC | 10 | i | -10 | 2 | -2 | 3 | -11 | 0.8 | -9 | 7
CC(C)CNC(=O)COC(=O)c1ccc2c(c1)C(=O)N(Cc1ccco1)C2=O | 1 | i | 3 | 1 | -8 | -26 | 8 | 0.3 | -18 | -2
CCc1ccc(NC(=O)CN2C(=O)CC(C)S(=O)(=O)c3ccccc32)cc1 (stereo not drawn) | 9 | i | 1 | -5 | 0 | -2 | -2 | -0.3 | 3 | 6
CCn1c(-c2csc3c2CCC(C)C3)n[nH]c1=S (stereo not drawn) | 10 | i | -2 | 0 | 8 | 1 | -6 | -0.9 | 8 | -1
CCC(C)C(=O)Nc1cc(C(=O)OC)cc(C(=O)OC)c1 (stereo not drawn) | 11 | i | 0 | 0 | -3 | 2 | -5 | -0.3 | 1 | -8

The final 4 records of the section above lead into the next.
structure | CendR NRP1 mod | Rpn11 inh | DNMT1 block | STEP inh | NadD inh | SUMO1-SIM PPI | Scp-1 inhibitor | LMPTP block | SKN-1 inh | MT1-MMP act inh
CC(C)CNC(=O)COC(=O)c1ccc2c(c1)C(=O)N(Cc1ccco1)C2=O | 1 | i | 3 | 1 | -8 | -26 | 8 | 0.3 | -18 | -2
CCc1ccc(NC(=O)CN2C(=O)CC(C)S(=O)(=O)c3ccccc32)cc1 (stereo not drawn) | 9 | i | 1 | -5 | 0 | -2 | -2 | -0.3 | 3 | 6
CCn1c(-c2csc3c2CCC(C)C3)n[nH]c1=S (stereo not drawn) | 10 | i | -2 | 0 | 8 | 1 | -6 | -0.9 | 8 | -1
CCC(C)C(=O)Nc1cc(C(=O)OC)cc(C(=O)OC)c1 (stereo not drawn) | 11 | i | 0 | 0 | -3 | 2 | -5 | -0.3 | 1 | -8
COc1ccc2c(c1)c(C(=O)N/N=C/c1cccc(Br)c1)c(C)n2C | 2 | i | -3 | -2 | 11 | 5 | -13 | 2.2 | 20 | -4
CCOc1ccc(N(CC(=O)Nc2c(C)n(C)n(-c3ccccc3)c2=O)S(=O)(=O)c2ccccc2)cc1 | 7 | i | 0 | 0 | -1 | 10 | 1 | 2.3 | 0 | 2
Cc1c(NC(=O)Nc2ccc(Cl)cc2Cl)c(=O)n(-c2ccccc2)n1C | 15 | i | 2 | 7 | -4 | 2 | -9 | -1.5 | -1 | 0
O=C(NC1CCCCCCC1)c1cc(F)c(F)cc1Cl | 13 | i | 2 | 3 | -3 | -1 | -2 | -2.5 | 11 | 3
C#CCOCCOCCOCCNc1nc(N2CCN(C(=O)[C@H](CO)n3cc([C@@H](N)C(C)C)nn3)CC2)nc(N2CCN(C(=O)[C@H](CCC(=O)O)n3cc([C@@H](N)[C@H](C)CC)nn3)CC2)n1 | 4 | i | 3 | -1 | 6 | 3 | -4 | -8.1 | -3 | 0
CC(O)CNc1nc2c(c(=O)n(C)c(=O)n2C)n1Cc1cccc(C(F)(F)F)c1 (stereo not drawn) | 10 | i | -1 | -5 | 3 | 3 | 6 | -1.1 | -28 | 13
Cc1ccc(C(=O)CSc2nnc(-c3cccs3)n2C)o1 | 2 | i | -1 | 2 | -4 | 0 | -10 | -1.3 | 0 | 0
COc1cccc(CNCC2CCCO2)c1 (stereo not drawn) | -12 | i | -2 | -3 | 4 | -1 | -7 | 0.8 | 32 | 1
COC(=O)[C@@H]1C[C@@]2(O)[C@@H](O)[C@@H](O)[C@@H](O)C[C@H]2N1Cc1ccc(C)s1 | -1 | i | 10 | 2 | -3 | 2 | -8 | -0.8 | 8 | -3
COCCNC(=O)C1CCCN(Cc2cccc(C(F)(F)F)c2)CC1 (stereo not drawn) | 6 | i | -12 | -5 | -5 | -2 | . | -1.0 | 28 | 1
CCOC(=O)N1CCN(C(=O)C2CCN(S(=O)(=O)c3ccccc3)CC2)CC1 | 7 | i | 10 | 10 | -5 | 1 | -11 | -0.6 | 16 | -9
O=C(COc1ccc([N+](=O)[O-])cc1)Nc1ccc2[nH]c(=O)[nH]c2c1 | 6 | i | -1 | 3 | -1 | -10 | -2 | -0.6 | 10 | 2
CCOC(=O)N/N=C1\CC(C)CC(C)(C)C1 (stereo not drawn) | -5 | i | 2 | -4 | 3 | 3 | -1 | -1.4 | 10 | 2
COC(=O)c1c(NC(C)=O)sc(C(=O)Nc2ccccc2)c1C | 0 | i | 2 | -4 | -3 | -7 | -6 | -0.7 | 1 | 4
CCN(C(=S)NC(=O)c1ccccc1Br)C1CCCCC1 | -14 | i | 2 | -2 | 1 | 3 | -4 | -0.8 | 3 | 4
Cc1ccc(-n2c(SCC(=O)N(C)C3CCS(=O)(=O)C3)nc3ccccc3c2=O)cc1 (stereo not drawn) | 0 | i | 3 | -2 | -8 | -5 | -11 | 0.0 | 6 | -12
Clc1ccc(CSc2cc3c(nn2)-c2ccccc2CC3)cc1Cl | 5 | i | 0 | 4 | 23 | 2 | 2 | 6.3 | 6 | 3
Cc1c(NC2=NC3(CCCCC3)Cc3ccccc32)c(=O)n(-c2ccccc2)n1C | -5 | i | -4 | 1 | -3 | -4 | -2 | -0.1 | -4 | -4
Cc1cc(C)cc(C(=O)OCC(=O)NCC(F)(F)F)c1 | -3 | i | -2 | -1 | 0 | -2 | -5 | -1.8 | -1 | 5
O=C(NCc1ccc(Cl)cc1)C1CCCN1C(=O)Nc1ccccc1 (stereo not drawn) | 14 | i | -2 | -5 | 2 | 6 | -4 | -1.9 | -1 | -1
COc1cccc(N/C(SC)=C(/C#N)C(=O)NCc2cccs2)c1 | 12 | i | -12 | -4 | -16 | -2 | -7 | 1.0 | 2 | 0
CCCc1cc(=O)[nH]c(SCC(=O)Nc2cccc(S(=O)(=O)N3CCOCC3)c2)n1 | 8 | i | 0 | 2 | 1 | 4 | -5 | -1.1 | 14 | -1
Cc1ccc(-n2nc3c(c2NC(=O)CC(C)C)CS(=O)(=O)C3)cc1 | 5 | i | 3 | 2 | -6 | -3 | -7 | -1.0 | 15 | 0
C=CCn1c(C(CC(C)C)CC(C)O)n[nH]c1=S (stereo not drawn) | 0 | i | -1 | 3 | 7 | 7 | -5 | -1.4 | -2 | -1
COc1ccc(NC(=O)CN(c2ccccc2)S(=O)(=O)N(C)C)cc1OC | 6 | i | 13 | 0 | 1 | 3 | 76* | 8.5 | 12 | 2
CCOC(=O)C(C)Sc1nc(-c2ccco2)cc(C(F)(F)F)c1C#N (stereo not drawn) | -8 | i | -9 | -1 | 20 | -4 | -6 | 2.1 | -8 | -8
